Screens: PubChem BioAssay, National Center for Advancing Translational Sciences (NCATS)
MBNL1-CUG inh = blocks human MBNL1 binding to CUG repeat RNA; 280,000 compounds, 0.036% hits; TR-FRET MBNL1-His/biotin-(CUG)12 binding, 665/545 ratio; Potency, µM (highest dose often 57.5 µM), inactives show at the highest dose activity change, negative = inhibition, hits mostly inhibitors; active = well fitted inhibition curve with a large enough effect in the signal ratio, with a control signal flat, not every such curve was filed as active; inconclusive = small, poorly fitted or top-dose-only effect, or effect the other way, or a change in a side signal; inactive = no such curve, though single readings can be large or run the other way; the % refers to the signal ratio; note: % is set by controls: 0 for no effect and ±100 for the full control effect
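His-tagged MBNL1 binding to biotinylated (CUG)12 RNA was measured by TR-FRET using terbium anti-His antibody (0.055 ng/ul final) and streptavidin-XL665 (5 nM final). Compounds were titrated 92 nM to 58 uM; 60 min at room temperature.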
FLuc modulator = firefly luciferase modulation, counter-screen for miR-21 project; purified FLuc, Km substrates, luminescence inhibition; Potency, µM (top dose mostly 57.5 µM), for the others: at the highest dose activity change, negative = inhibition, actives largely listed as inhibitors; 360,000 compounds, 6.9% hits;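 note: plate controls were vehicle for no effect and reference inhibitor for full effect; nearly all actives have a fitted effect of over 55% in size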
Target sequence (P08659 whole entry, looked up): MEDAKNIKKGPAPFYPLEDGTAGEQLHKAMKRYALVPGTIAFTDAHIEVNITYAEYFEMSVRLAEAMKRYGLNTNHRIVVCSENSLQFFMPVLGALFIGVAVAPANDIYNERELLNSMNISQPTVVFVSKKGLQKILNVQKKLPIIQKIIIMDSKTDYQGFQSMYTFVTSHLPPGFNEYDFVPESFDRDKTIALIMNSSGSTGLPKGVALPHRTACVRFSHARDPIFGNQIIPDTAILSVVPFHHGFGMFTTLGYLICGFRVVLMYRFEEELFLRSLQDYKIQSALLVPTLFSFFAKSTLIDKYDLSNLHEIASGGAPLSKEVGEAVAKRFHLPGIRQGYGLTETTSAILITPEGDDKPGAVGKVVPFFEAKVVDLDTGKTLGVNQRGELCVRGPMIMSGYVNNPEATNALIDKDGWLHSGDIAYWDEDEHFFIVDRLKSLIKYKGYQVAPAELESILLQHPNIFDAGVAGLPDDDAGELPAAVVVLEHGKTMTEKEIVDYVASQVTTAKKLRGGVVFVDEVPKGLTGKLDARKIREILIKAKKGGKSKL
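Biochemical qHTS of compounds, final roughly 60 µM downward over six points, against 10 nM purified firefly luciferase using Km concentrations of substrates (10 uM D-luciferin, 10 uM ATP) in Tris acetate pH 7.5 buffer; luminescence output.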
Rab9 promoter act = activators of Rab9 promoter; Huh7 Rab9 promoter-luciferase reporter, luminescence, 24 h; Potency, µM (top dose mostly 9.22 µM), for inactives: at the highest dose activation, negative = inhibition, actives largely listed as activators; 320,000 compounds, 2.8% hits; AID 485297; note: % of control where 0% means no effect; nearly all actives have a fitted effect of over 60% in size
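Luminescence from Amplite-detected luciferase (10 minutes, ambient) reports Rab9 promoter activation. Before that, stable Rab9-luciferase Huh7 cells (1500/well, reduced-serum OP-MEM I plus 10% FBS) were exposed to compound for 24 hours at 37C.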
NPC1 prom act = NPC1 promoter activation; Huh7 NPC1 promoter luciferase reporter, 24 h; Potency, µM (series often up to 9.22 µM), for the others: at the top dose activation, actives largely listed as activators; 320,000 compounds, 2.4% hits; AID 485313;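 note: % of control where 0% means no effect; nearly all actives have a fitted effect of over 60% in size; reporter is driven by a mutant NPC1 promoter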
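Luminescence from an NPC1 promoter-driven luciferase reporter in stably transfected Huh7 cells was measured after 24 h compound treatment at 37 °C, followed by 10 min ambient incubation with luciferase detection reagent.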
VP16 counter = counter-screen for ROR gamma inhibitors: Gal4-VP16 reporter; AID 2546; 310,000 compounds, 3.5% hits; Potency, µM (top dose mostly 53.6 µM), without a hit: at the top dose activity, negative = inhibition, most hits filed as inhibitors; Drosophila S2 Gal4-VP16 UAS-luciferase, luminescence, 20 h;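 note: Gal4-VP16 expression switched on by copper sulfate through the metallothionein promoter; % is set by controls: 0 for no effect and ±100 for the full control effect; nearly all actives have a fitted effect of over 50% in size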
ELG1 genotoxic = induces genotoxicity in HEK293T cells with luciferase-tagged ELG1 | 330,000 compounds, 1.3% hits | Potency, µM (highest dose often 46 µM), for the others: at the top dose activity change, positive = activation, usual class: activators | HEK293T ELG1-luciferase reporter, luminescence, 16 h; note: % of control where 0% means no effect; nearly all actives have a fitted effect of over 60% in size
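Cells (2,000/well) expressing the ELG1-luciferase fusion are dosed by pin tool and kept 16 hr at 37 °C, 5% CO2. Signal comes from ONE-Glo luciferase reagent after 30 min at room temperature.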
BRCA1 expr act = BRCA1 expression activation. Potency, µM (top dose mostly 46.1 µM), inactives show at the highest dose activation, actives largely listed as activators. MCF7-BRCA1-FFLuc reporter, luminescence, 48 h; response scale: scaled: vehicle 0%, 10 µM genistein 100%. AID 624202. 380,000 compounds, 1.1% hits; note: nearly all actives have a fitted effect of over 80% in size; some results filed as inactive show a strong effect at the top dose
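Cells: MCF7-BRCA1-FFLuc, 2000/well. Exposure: 48 h, 37 °C, 5% CO2. Read: luminescence, 15 min post-substrate. Controls: genistein 10 microM (maximal activation), DMSO (neutral).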
RORgamma inh = ROR gamma (mouse) transcription inhibition. Drosophila S2 Gal4-RORgamma UAS-luciferase reporter, 20 h. 310,000 compounds, 5.4% hits. P51450. Potency, µM (doses to about 53.6 µM), for inactives: at the top dose activity change, negative = inhibition, most hits filed as inhibitors. AID 2551; note: % is set by controls: 0 for no effect and ±100 for the full control effect; nearly all actives have a fitted effect of over 60% in size
Target sequence (P51450 whole entry, looked up, the tested form may be a part): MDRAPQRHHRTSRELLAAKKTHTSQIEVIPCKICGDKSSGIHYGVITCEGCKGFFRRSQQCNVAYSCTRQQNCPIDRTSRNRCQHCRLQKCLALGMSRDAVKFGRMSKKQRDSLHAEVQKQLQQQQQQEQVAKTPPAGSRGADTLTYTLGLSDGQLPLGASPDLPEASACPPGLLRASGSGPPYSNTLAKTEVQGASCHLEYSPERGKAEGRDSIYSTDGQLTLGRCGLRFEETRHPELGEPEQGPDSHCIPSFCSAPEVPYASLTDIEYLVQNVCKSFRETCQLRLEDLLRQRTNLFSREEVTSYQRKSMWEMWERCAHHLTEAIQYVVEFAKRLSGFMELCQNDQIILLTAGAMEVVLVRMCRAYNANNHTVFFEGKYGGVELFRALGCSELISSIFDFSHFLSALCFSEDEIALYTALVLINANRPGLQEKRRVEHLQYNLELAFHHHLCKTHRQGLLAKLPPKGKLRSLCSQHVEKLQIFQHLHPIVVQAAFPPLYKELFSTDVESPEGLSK
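Using a luciferase readout, inhibitors were identified by reduced reporter activity in Drosophila cells coexpressing a copper-inducible Gal4–ROR gamma fusion and UAS-driven Photinus luciferase, incubated 20 hr after 700 uM copper sulfate.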
uPA generation = inhibitors of cell surface uPA generation. 330,000 compounds, 0.31% hits. Potency, µM (highest dose often 38.3 µM), for the others: at the highest dose activity change, negative = inhibition, most hits filed as inhibitors. AID 540303. cell surface uPA generation assay, qHTS; active = well fitted inhibition curve with a large enough effect; inconclusive = small, poorly fitted or top-dose-only effect; inactive = no such curve, though single readings can be large or run the other way; tested in mouse RAW 264.7 cells; note: % is set by controls: 0 for no effect and ±100 for the full control effect; nearly all actives have a fitted effect of over 55% in size
p53 reactivation = mutant p53 re-activation in reporter cells; H1299 p53-A138V BP100-luciferase reporter, luminescence, 24 h; Potency, µM (top dose mostly 92.2 µM), for the others: at the top dose activity change, positive = activation, most hits filed as activators; 320,000 compounds, 0.063% hits; note: % of control where 0% means no effect; nearly all actives have a fitted effect of over 45% in size
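H1299 (p53-null), stable ts p53-A138V + BP100-Luc; 1000 cells/well, Opti-MEM/10% FBS; cpd 4 pt, 1:5; 24 h, 37 deg C, 5% CO2; detection reagent 10 min RT; luminescence.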
Starred values were filed as active, the others as inactive; ? = inconclusive; nt = no result given; [ ] = remark or other dose. Unless noted, calls come from the whole dose curve; as a rule, active = well fitted curve in the direction sought with a large enough effect; inconclusive = small, poorly fitted or top-dose-only effect, or another doubt; inactive = no such curve, though single readings can be large; an effect the other way counts as inactive or inconclusive. Potency is the fitted concentration of half-maximal effect.

SMILES	MBNL1-CUG inh	FLuc modulator	Rab9 promoter act	NPC1 prom act	VP16 counter	ELG1 genotoxic	BRCA1 expr act	RORgamma inh	uPA generation	p53 reactivation
CCC(C)(C)NC(=O)C(c1ccc(O)cc1)N(CCOC)C(=O)CCC(=O)Nc1nccs1 (stereo unspecified)	-9%	-2%	-6%	-4%	-6%	-1%	1%	0%	0%	0%
CN(CC(=O)Nc1c(Cl)cccc1Cl)C(=O)c1cc(S(=O)(=O)N(C)C)ccc1N1CCCC1	nt	11%	-3%	1%	nt	4%	-14%	nt	-11%	-3%
COc1ccc(OC)c(-c2nnc3n2N=C(c2ccc(OC)c(OC4CCOC4)c2)CS3)c1 (stereo unspecified)	nt	nt	nt	nt	nt	6%	-80%	nt	?	7%
S=C(Nc1ccc2nsnc2c1)N1CCCCC1	nt	?	-3%	0%	?	0%	41%	?	-3%	18%
COc1ccc(-c2nc(SCC(=O)N3CCCC3)n[nH]2)cc1	-4%	?	0%	-1%	1%	10%	30%	29%	0%	15%
COC(=O)c1c(NC(=O)CS(=O)(=O)c2ccccc2)sc(C)c1C	nt	-1%	0%	-3%	nt	-10%	-18%	nt	-16%	1%
CC(C)c1ccc(C(=O)NCCCNC(=O)c2cnccn2)cc1	-2%	?	23%	6%	-10%	20%	-10%	3%	-4%	7%
CC(C)Cn1c(=S)[nH]c2ccccc2c1=O	?	-8%	-5%	3%	4.5µM*	1%	1%	1.1µM*	-2%	-2%
CC(=O)Nc1ccc(NC(=O)CSc2nnc(-c3cccnc3)o2)cc1	nt	1%	-3%	-1%	nt	-6%	-12%	nt	0%	3%
COC(=O)CCC(=O)Nc1ccc(Br)cc1	-7%	3%	3%	-5%	2%	12%	-24%	-8%	-4%	5%
CC(SC1=NCCS1)C(=O)Nc1nnc(-c2ccc(F)cc2)s1 (stereo unspecified)	-2%	-12%	15%	14%	?	-10%	?	7.9µM*	-9%	?
O=C(O)CCCCc1nc2ccccc2s1	-11%	?	-7%	1%	?	4%	3%	?	nt	-11%
O=C(CC(=O)Nc1ccc(Cl)c(Cl)c1)N/N=C/c1ccc(O)cc1	-10%	-12%	-1%	0%	-6%	-2%	-6%	?	2%	-10%
COc1ccc(CCN2C(=O)CC(N3CCN(S(=O)(=O)c4ccccc4)CC3)C2=O)cc1OC (stereo unspecified)	2%	1%	-11%	0%	-6%	-3%	-5%	21%	9%	0%
CCN(CC)C(c1ccc(C)cc1)c1nnnn1C1CCCCC1 (stereo unspecified)	2%	-1%	1%	-5%	-1%[0.365 µM]	-9%	-5%	4%	nt	-4%
COC(=O)c1sccc1NC(=O)C1CC(C)=C(C)CC1C(=O)O (stereo unspecified)	13%	0%	-4%	-1%	4%	-3%	1%	-8%	2%	-6%
COc1ccc(-c2cc(C(=O)NC3=NCCS3)c3ccccc3n2)cc1OC	10%	9.5µM*	?	13%	1%	-6%	-4%	?	-8%	-4%
O=C(O)CC/C(=N\NC(=O)CNC(=O)c1cccc(Cl)c1)c1ccccc1	2%	-3%	0%	-11%	-4%	1%	-8%	6%	2%	-2%
CCc1ccc(NC(=O)COC(=O)/C=C/c2c(C)nn(C3CCS(=O)(=O)C3)c2Cl)cc1 (stereo unspecified)	1%	-9%	0%	-1%	-14%	-3%	1%	36%	5%	-1%
CS(=O)(=O)N(CCc1ccccc1)CC(=O)N1CCN(Cc2ccc3c(c2)OCO3)CC1	-4%	1%	nt	nt	?	nt	-40%	35%	-2%	nt
CN1/C(=C\C=N\NC(=O)c2ccccc2Br)C(C)(C)c2ccccc21	20%	3%	-11%	-5%	1.3µM*	-4%	3%	0.79µM*	2%	4%
C=CC[N+](C)(C)CCCNC(=O)/C=N/O	nt	-2%	24%	6%	-10%	4%	6%	1%	-3%	-8%
O=C(COC(=O)/C=C/c1ccccc1Cl)NCc1ccccc1	-4%	-1%	-1%	-2%	1%	1%	-7%	-15%	1%	10%
CCCCC1CC(CSc2ncn[nH]2)OC1=O (stereo unspecified)	-4%	0%	11%	2%	4%	2%	5%	12%	3%	-3%
Cc1c(C)c(C)c(S(=O)(=O)Nc2ccc3[nH]c(=O)[nH]c3c2)c(C)c1C	-2%	0%	-8%	-9%	-2%	-14%	39%	35%	0%	-12%
NS(=O)(=O)c1ccc(NC(=S)Nc2ccc(F)c(F)c2)cc1	-5%	2%	1%	-3%	5%	-7%	-3%	-20%	-1%	8%
O=C(O)CCc1ccc(-c2ccc(Br)cc2)n1-c1ccc(O)cc1	4%	-11%	2%	-1%	-6%	0%	-10%	17%	2%	-2%
C/C(CCC1CC(C)OC1=O)=N/Nc1nc(-c2ccccc2)cs1 (stereo unspecified)	15%	?	-1%	1%	-26%	15%	-30%	-77%	9%	16%
O=C(CCNS(=O)(=O)c1ccccc1F)NC1CCCCCC1	nt	1%	-4%	1%	nt	-1%	9%	nt	14%	6%
Cc1cccc(-n2ncc3c(N4CCC(C)CC4)ncnc32)c1	-4%	1.9µM*	0.89µM*	1.1µM*	?	?	?	-36%	?	?
CN(C)C(C(=O)NC1CCCCC1)c1ccc(Cl)cc1 (stereo unspecified)	4%	2%[2.3 µM]	-2%	-2%	-2%	-6%	-4%	-30%	4%	-6%
O=C1C=C(c2ccc(O)cc2)C[C@@H](c2ccc(Cl)cc2)C1	nt	-6%	-11%	4%	nt	-6%	-3%	nt	2%	-11%
O=C(Nc1nc2ccccc2s1)c1ccc([N+](=O)[O-])o1	15%	6.7µM*	?	?	0%	7%	-47%	-24%	-5%	?
CC(C)CCN1C(=O)C2(OCCCO2)c2cc(Cl)ccc21	-2%	1%	-1%	-2%	nt	0%	-15%	nt	7%	nt
CC1(C)C(=O)Nc2ccccc2N1C(=O)COC(=O)CCSc1ccccc1	-1%	9%	2%	10%	-16%	-1%	2%	17%	2%	4%
C=CCSc1nc2ccccc2c(=O)[nH]1	6%	-5%	-18%	1%	15%	7%	0%	6%	-8%	-5%
O=C(CC1OCC2CCCN2C1=O)Nc1ccc([N+](=O)[O-])cc1 (stereo unspecified)	?	-1%	14%	0%	?	3%	-1%	?	0%	7%
Cc1oc2c(Cl)c(Cl)c(O)c(CN(C)C)c2c1C(=O)c1ccc(Cl)cc1	-1%	10%	1%	-1%	2%	-16%	0%	2%	38%[activator]	nt
CCCN1C(=O)C(NC(=O)c2ccncc2)(C(F)(F)F)C2=C1CC(C)(C)CC2=O (stereo unspecified)	1%	2%	1%	-2%	-8%	5%	5%	14%	2%	3%
COc1ccc2c(c1)c(C(=O)CN1CCN(C(=O)c3ccco3)CC1)c(C)n2C	4%	3%	-1%	-1%	4%	5%	2%	-13%	nt	-3%
S=C(Nc1ccccc1)Nc1ccc2cn[nH]c2c1	nt	?	?	21%	-13%	-8%	76%	15%	-1%	1%
O=c1[nH]nc(-c2ccccc2)c2ccccc12	-5%	-2%	1%	1%	-4%	-10%	-22%	17%	-2%	-3%
O=C(On1c(-c2ccccc2)nc2ccccc2c1=O)c1ccco1	-16%	-11%	nt	nt	?	nt	-26%	11µM*	-7%	nt
CCC(=O)Nc1cc(C(=O)O)ccc1S(=O)(=O)c1ccc(C)cc1	-8%	1%	-2%	0%	-3%	0%	-3%	14%	6%	-2%
CCN(Cc1nc(-c2ccccc2)no1)C(=O)c1ccc2c(c1)OCO2	-3%	-2%	4%	0%	2%	-7%	0%	19%	2%	-4%
CCOC(=O)c1c(CSC(=N)N)n(-c2ccc(Br)cc2)c2cc(Br)c(OC(C)=O)cc12	-18%	3%	-4%	-5%	?	-16%	-20%	?	-4%	-27%
CCCCc1ccc(NC(=O)COc2ccc(C(=O)Nc3ccccc3OC)cc2)cc1	1%	-2%	-3%	-3%	-25%	6%	nt	-17%	nt	11%

Entries of single compounds from above:
Entry for O=C(On1c(-c2ccccc2)nc2ccccc2c1=O)c1ccco1 → MBNL1-CUG inh = -16%; FLuc modulator = -11%; Rab9 promoter act = nt; NPC1 prom act = nt; VP16 counter = ?; ELG1 genotoxic = nt; BRCA1 expr act = -26%; RORgamma inh = 11µM*; uPA generation = -7%; p53 reactivation = nt
Entry for CCCCc1ccc(NC(=O)COc2ccc(C(=O)Nc3ccccc3OC)cc2)cc1 → MBNL1-CUG inh = 1%; FLuc modulator = -2%; Rab9 promoter act = -3%; NPC1 prom act = -3%; VP16 counter = -25%; ELG1 genotoxic = 6%; BRCA1 expr act = nt; RORgamma inh = -17%; uPA generation = nt; p53 reactivation = 11%

Some entries already given, showing only VP16 counter:
Compound	VP16 counter
CCN(Cc1nc(-c2ccccc2)no1)C(=O)c1ccc2c(c1)OCO2	2%
CCOC(=O)c1c(CSC(=N)N)n(-c2ccc(Br)cc2)c2cc(Br)c(OC(C)=O)cc12	?

Random draw from the library (roughly 13% active in at least one column).
